Screening data as filed in PubChem.
S1P3 antagonist: antagonists of human S1P3 receptor; CHO S1P3 NFAT-BLA reporter, FRET fluorescence, antagonist mode; inhibition, % at 4.98 µM; 170,000 compounds, 0.27% hits;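 active = inhibition above the plate cutoff, the mean inhibition of test wells on that plate plus 3 SD, cut at about 28% in these data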;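 also: cells challenged with S1P at its EC80 of 0.8 µM; blue over green emission ratio from cleaved BLA substrate after 4 h stimulation; 0% = S1P-stimulated wells and 100% = unstimulated DMSO-only wells; some compounds past the cut are filed as inactive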
Target sequence (Q99500 whole entry, looked up): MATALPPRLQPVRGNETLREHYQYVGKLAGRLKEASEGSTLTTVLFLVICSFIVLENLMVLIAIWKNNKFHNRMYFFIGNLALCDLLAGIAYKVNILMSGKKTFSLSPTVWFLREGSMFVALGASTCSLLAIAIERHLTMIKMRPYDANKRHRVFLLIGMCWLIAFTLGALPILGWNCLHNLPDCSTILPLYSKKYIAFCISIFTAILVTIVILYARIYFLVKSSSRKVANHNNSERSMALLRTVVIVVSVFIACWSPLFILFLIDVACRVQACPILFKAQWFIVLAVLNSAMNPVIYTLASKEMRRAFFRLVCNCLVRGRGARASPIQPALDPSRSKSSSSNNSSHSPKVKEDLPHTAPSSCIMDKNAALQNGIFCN
Numbers without * were called inactive. The list is partial. The share of hits here may be higher or lower than overall.

SMILES	S1P3 antagonist
CN1C(=O)C(=Cc2sc(=O)n(-c3ccccc3)c2N(C)C)C(=O)N(C)C1=O	-19.3
Cc1ccc(-n2c(O)c(C=N)c(=O)n(-c3ccc(C)cc3)c2=O)cc1	-14.0
CC(C)OC1CCCC(O)C1CC(=O)O (stereo not drawn)	-2.2
C/C(=N\NC(=O)c1ccncc1)c1c(O)n(Cc2ccccc2)c(=O)[nH]c1=O	-14.2
O=C1NC(=O)N(CCC2=CCCCC2)C(=O)/C1=C/c1cccs1	-8.5
CC(=O)CC(c1ccccc1[N+](=O)[O-])c1c(O)c2ccccc2oc1=O (stereo not drawn)	-6.6
O=C1NC(=O)C(=Cc2csc3ccccc23)C(=O)N1	-2.1
COc1ccc(-n2c(SCCN(C)C)nc3ccccc3c2=O)cc1	-10.5
CCOC(=O)C1=Nc2ccccc2/C1=C\c1c(O)n(C)c(=O)n(C)c1=O	-1.1
N#C/C(=C(/O)c1ccc(S(=O)(=O)N(CCCl)CCCl)cc1)c1nc2ccccc2[nH]1	-5.1
CCC(=NCCc1ccccc1)c1c(O)n(C)c(=O)n(C)c1=O	4.0
CCCn1cc2c3c(cccc31)C1CC(C)CN(C)C1C2 (stereo not drawn)	-11.2
COc1ccc(OC)c(-n2c(O)c(C=Nc3c(C)n(C)n(-c4ccccc4)c3=O)c(=O)[nH]c2=S)c1	0.3
COc1ccc(/C=C/C(=O)c2c(O)n(CCC3=CCCCC3)c(=O)[nH]c2=O)cc1OC	-10.4
C(=N\NC1=NCCCCC1)/c1c[nH]c2ccccc12	27.6
CCCCCCC(=O)c1c(O)n(-c2ccc(OC)cc2)c(=O)[nH]c1=O (tested in a mixture with another compound)	-3.5
CC(C)c1ccc(-n2c(O)c(/C=N/NC(=O)c3ccccc3O)c(=O)[nH]c2=S)cc1	-10.1
CCN1CCN(c2nc([N+](=O)[O-])nn2C)CC1	-16.7
Cc1ccc(/C=C2\C(=O)NC(=O)N(CC3CCCO3)C2=O)s1 (stereo not drawn)	-4.8
C=CCn1c(O)c(C(C)=NC(C)c2ccccc2)c(=O)[nH]c1=O (stereo not drawn)	-12.7

The last 2 records of the part above lead into the next:
SMILES	S1P3 antagonist
Cc1ccc(/C=C2\C(=O)NC(=O)N(CC3CCCO3)C2=O)s1 (stereo not drawn)	-4.8
C=CCn1c(O)c(C(C)=NC(C)c2ccccc2)c(=O)[nH]c1=O (stereo not drawn)	-12.7
O=C1NC(=O)N(c2ccccc2)C(=O)/C1=C\c1ccc([N+](=O)[O-])s1	-2.7
NC1C2CN3CCN(C2)CC1(c1ccccc1)C3 (stereo not drawn)	3.6
CCC(=NCCN1CCOCC1)c1c(O)n(C2CCCCC2)c(=O)[nH]c1=O	8.9
COc1cc(/C=C2/C(=O)NC(=O)N(c3ccc(C)cc3)C2=O)cc(OC)c1OC	-3.4
N#CC(c1ccccc1)N1CCOCC1 (stereo not drawn)	-7.1
O=c1[nH]c(O)c(/C=C2/C=CC(c3cc(Cl)ccc3Cl)=N2)c(=O)[nH]1	-15.1
C=CCn1c(O)c(C(CC)=Nc2ccc(C(=O)O)cc2)c(=O)[nH]c1=O	-1.8
Cc1cc(C=C2C(=O)N(C)C(=S)N(C)C2=O)c(C)n1-c1ccncc1	2.7
C=CCn1c(O)c(C(CC)=Nc2ccc(NC(C)=O)cc2)c(=O)[nH]c1=O	-5.1
Cc1ccc(-n2c(O)c(C=NCc3ccccn3)c(=O)[nH]c2=S)cc1	-0.5
Cc1cc([N+](=O)[O-])c2ccccc2[n+]1[O-]	-13.8
O=c1cccc2n1C[C@H]1C[C@@H]2CN2CCCC[C@@H]12	1.2
CC(=O)N1N=C(c2c(O)n(C)c(=O)n(C)c2=O)CC1c1ccccc1 (stereo not drawn)	-15.6
CNC(=O)Oc1cccc2ccccc12	-13.6
COc1ccc(C(=O)OC2CC[C@@]3(C)C4CCC5[C@]6(O)CC(O)[C@@]7(O)C(CN8CC(C)CCC8[C@@]7(C)O)[C@]6(O)C[C@@]53O[C@]24O)cc1OC (stereo partly drawn)	5.8
Cc1ccc(CNC2=NCCS2)cc1	-10.5
CC(C)CNP(=S)(c1ccccc1)C(C)(C)C (stereo not drawn)	-11.5
Cc1ccsc1C(=O)C1CCCN(Cc2cnc(N)nc2)C1 (stereo not drawn)	-13.2
Clc1cccc(C2NCc3ccccc3-n3cccc32)c1 (stereo not drawn)	2.7
O=C(Nc1ccccc1F)OC1CN2CCC1CC2 (stereo not drawn)	-11.4
CCN1CC2C3CCC(C)(O3)C2C1 (stereo not drawn)	10.0
O=c1[nH]c(=S)n(C2CC2)c(O)c1C=NCc1cccnc1	-3.3
CCC[N+]12CCC(CC1)C(C(O)(c1ccccc1)c1ccccc1)C2 (stereo not drawn)	-4.6
O=[N+]([O-])c1cc(F)c(N2CCCCC2)cc1Br	14.2
O=C(O)c1sc2cc(Cl)ccc2c1Cl	4.1
Cn1c(O)c(/C=C2/C=CC=N2)c(=O)[nH]c1=O	-11.5
Cn1c(O)c(C2=NNC(c3ccc(Cl)cc3)C2)c(=O)n(C)c1=O (stereo not drawn)	-8.5
C=C(C)CSc1nnc([C@@H](N)Cc2ccccc2)o1	7.6
O=C(C[N+]12CCC(CC1)C(C(O)(c1ccccc1)c1ccccc1)C2)c1ccc(Br)cc1 (stereo not drawn)	-11.3
O=C(COc1ccc(Cl)cc1)N(c1ccc(Cl)cc1)C1CN2CCC1CC2 (stereo not drawn)	-11.4
COCc1cc(OC(=O)N(C)C)nc2c1c(C)nn2C	-6.5
O=P1(NCCCn2cc[n+](Cc3nc4ccccc4[nH]3)c2)C=C(c2ccccc2)OC(c2ccccc2)=C1	11.7
CC(C)CN1CCN(Cc2ccc(F)cc2Cl)CC1CCO (stereo not drawn)	-8.7
CCOP(=O)(OCC)c1cc(C)c(O)c(C(C)(C)C)c1	6.5
CC(Cc1ccccc1)NC(N)=O (stereo not drawn)	-15.9
CC12CN3CCN(C1)CC(C)(C3)C2=NN	-6.5
CCC1(C(=O)c2ccccc2)C2c3ccccc3OC(=O)C21C(C)=O (stereo not drawn)	5.9
CCOc1ccc(-c2c(C)n(-c3ccc(OCC)cc3)c3[n+]2CCCCC3)cc1	39.5*
CC1(CCl)CN1S(=O)(=O)c1ccccc1 (stereo not drawn)	-2.4
C/C(=N\N1CCCCCC1)c1c(O)n(C2CCCCC2)c(=O)[nH]c1=O	-0.1

Exported as labelled records: entries from further up
CC12CN3CCN(C1)CC(C)(C3)C2=NN
  S1P3 antagonist: -6.5

C/C(=N\N1CCCCCC1)c1c(O)n(C2CCCCC2)c(=O)[nH]c1=O
  S1P3 antagonist: -0.1

CCC1(C(=O)c2ccccc2)C2c3ccccc3OC(=O)C21C(C)=O (stereo not drawn)
  S1P3 antagonist: 5.9

O=C(C[N+]12CCC(CC1)C(C(O)(c1ccccc1)c1ccccc1)C2)c1ccc(Br)cc1 (stereo not drawn)
  S1P3 antagonist: -11.3

Six records picked at random from those above, as already listed:
SMILES	S1P3 antagonist
O=C(COc1ccc(Cl)cc1)N(c1ccc(Cl)cc1)C1CN2CCC1CC2 (stereo not drawn)	-11.4
C/C(=N\N1CCCCCC1)c1c(O)n(C2CCCCC2)c(=O)[nH]c1=O	-0.1
O=c1[nH]c(=S)n(C2CC2)c(O)c1C=NCc1cccnc1	-3.3
CCC1(C(=O)c2ccccc2)C2c3ccccc3OC(=O)C21C(C)=O (stereo not drawn)	5.9
Cn1c(O)c(C2=NNC(c3ccc(Cl)cc3)C2)c(=O)n(C)c1=O (stereo not drawn)	-8.5
O=C(O)c1sc2cc(Cl)ccc2c1Cl	4.1

Other records:
SMILES	S1P3 antagonist
Cn1cnnc1Sc1cc(N2CCNCC2)ccc1[N+](=O)[O-]	-3.2
O=c1[nH]c(=S)[nH]c(O)c1N=Nc1ccc(SC(F)F)cc1	-9.0
COc1cccc(N=Nc2c(O)[nH]c(=S)[nH]c2=O)c1	-0.2
C=CCn1c(O)c(C(C)=NCCN2CCN(C(=S)NC)CC2)c(=O)[nH]c1=O	13.9
COc1ccc(-n2c(-c3ccc(C)cc3)nc3ccccc3c2=O)cc1	0.3
CCCCCCC(=O)N/N=C/c1c(O)n(CCCC)c(=S)[nH]c1=O	1.0
COC(=O)C(O)(c1ccc(NC(=O)c2cccs2)cc1)C(F)(F)F (stereo not drawn)	4.6
CN1C2c3ccccc3C3C4c5ccccc5C(C31)C(C2[N+](=O)[O-])N4C (stereo not drawn)	-6.8
CN(C)C(=O)O/N=C(\N)COc1ccc(C(C)(C)C)cc1	8.8
Nc1nnc(P(c2ccccc2)c2ccccc2)s1	-8.9
O=c1[nH]c(=S)n(-c2ccc(Cl)cc2)c(O)c1/C=N/N1CCOCC1	-2.6
COC(=O)c1ccccc1OP(=O)(c1cccc([N+](=O)[O-])c1)c1cccc([N+](=O)[O-])c1	8.7
CCCCCCC(=O)N/N=C/c1c(O)n(C(C)CC)c(=S)[nH]c1=O (stereo not drawn)	2.5
CCCCCCn1c(O)c(C=Nc2ccccc2N2CCOCC2)c(=O)[nH]c1=S	-6.3
c1cnc2c(c1)ccc1ncccc12	-7.2
N#CC(C#N)=NNc1ccc(S(N)(=O)=O)cc1	-5.8
c1cc(C2N3CCCN2CC3)ccn1 (stereo not drawn)	-0.1
Cc1cc(NC(=O)C(Cl)(Cl)Cl)no1	-0.8
CCOP(=O)(OCC)C(O)c1ccccc1 (stereo not drawn)	3.9
CNC(C(=O)c1ccccc1)C(OC)c1cccc([N+](=O)[O-])c1 (stereo not drawn)	2.6
C/C(=N\N1CCCCCC1)c1c(O)n(-c2ccc(Cl)cc2)c(=O)[nH]c1=O	-2.2
O=c1[nH]c(CN2CC=C(c3ccccc3)CC2)nc2scc(-c3ccccc3)c12	-12.1
O=c1c2ccccc2nc(Cc2ccccc2)n1-c1ccccc1O	-13.1
C=CCSc1nc2c(c(-c3ccsc3)c1C#N)CN(C)CC2	-10.4
CCCC12CN3CCN(C1)CC(CCC)(C3)C2=O	-13.1
Cc1cccc(-n2c(O)c(C=NCCN3CCCCC3)c(=O)[nH]c2=O)c1	0.5
CN(c1ccc(OCC(=O)N2CCN(C/C=C/c3ccccc3)CC2)cc1)S(=O)(=O)c1cccs1	-8.3
COc1ccc(CN2C(=O)NC(=O)/C(=C/c3ccoc3)C2=O)cc1	15.3
CCn1c(O)c(/C=N/NC(=O)c2ccccc2)c(=O)n(CC)c1=S	7.1
CN(C)CC1Oc2ccccc2OC1(O)c1ccccc1 (stereo not drawn)	4.8
CCC(=NCc1ccco1)c1c(O)n(-c2ccc(Cl)cc2)c(=O)[nH]c1=O	3.7
CN1CCN(c2ccc([N+](=O)[O-])c3no[n+]([O-])c23)CC1	-2.4
CC(C)n1c(O)c(C=NCc2cccnc2)c(=O)[nH]c1=S	-1.7
CCOC(=O)C(O)(c1ccc(N=c2ccccn2C)cc1)C(F)(F)F (stereo not drawn)	14.6
CC12CCC3C(CC=C4CC(O)CCC43C)C1C/C(=C\N1CCCC1)C2=O (stereo not drawn)	3.0
COC(=O)c1ccc(N=C(c2ccccc2)c2c(O)n(C)c(=O)n(C)c2=O)cc1	11.8
CC1(C)C2([N+](=O)[O-])CN3CC1([N+](=O)[O-])CN(C2)C3c1cccnc1 (stereo not drawn)	16.0
